GDH-TPI inh: counter-screen for M. tuberculosis FBA inhibitors: GDH-TPI coupled enzymes; inhibition, % at 4.8 µM; GDH-TPI coupled enzyme counterscreen, NADH absorbance; 1.2% of 360,000 active; in the data active = inhibition above about 30%;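 note: 0% = DMSO wells and 100% = wells lacking the enzyme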
BoNT F protease: BoNT F light chain protease inhibition. Multiplex microsphere protease cleavage assay, flow cytometry. inhibition, % at 10 µM. 0.22% of 360,000 active. AID 588497; in the data active = inhibition above about 35%, passing the limit was not always enough; inconclusive = no clear call, values can overlap the other calls; note: plate controls were buffer without enzyme for full effect and enzyme alone for no effect
FadD28 FP inh: blocks FadD28 binding to the bisubstrate probe. fluorescence polarization. inhibition, % at 12.5 µM. 0.22% of 360,000 active. AID 588549; in the data active = inhibition above about 8.5%, passing the limit was not always enough; inconclusive = no clear call, values can overlap the other calls
Mtb FBA inh: Mtb fructose-bisphosphate aldolase inhibition | P9WQA3 | purified M. tuberculosis FBA, fluorescence read-out | inhibition, % at 1 µM | 2.3% of 360,000 active; in the data active = inhibition above about 27%;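 note: 0% = vehicle and 100% = reference inhibitor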
Target sequence (P9WQA3 whole entry, looked up): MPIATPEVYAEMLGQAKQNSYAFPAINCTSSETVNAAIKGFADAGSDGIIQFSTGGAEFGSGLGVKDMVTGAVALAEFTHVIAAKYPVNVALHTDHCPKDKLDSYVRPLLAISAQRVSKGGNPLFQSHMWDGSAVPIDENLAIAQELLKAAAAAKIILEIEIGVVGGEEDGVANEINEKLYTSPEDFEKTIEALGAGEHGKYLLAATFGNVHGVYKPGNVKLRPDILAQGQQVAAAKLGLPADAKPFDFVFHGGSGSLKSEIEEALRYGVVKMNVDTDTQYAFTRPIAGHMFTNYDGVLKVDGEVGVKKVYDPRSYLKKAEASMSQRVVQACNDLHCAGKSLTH
MazF activator: increases E. coli MazEF RNase cleavage of RNA. 0.32% of 350,000 active. activation, % at 20 µM. FAM/BHQ RNA-DNA oligo cleavage fluorescence, 5 h; in the data active = activation above about 50%
Target sequence (P0AE70 whole entry, looked up): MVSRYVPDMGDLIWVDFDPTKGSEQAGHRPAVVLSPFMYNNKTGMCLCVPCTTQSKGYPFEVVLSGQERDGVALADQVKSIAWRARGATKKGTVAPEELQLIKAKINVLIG
Rv3671c protease: inhibits the M. tuberculosis serine protease Rv3671c. P9WHR9. inhibition, % at 5.96 µM. 0.048% of 320,000 active. AID 2606; in the data active = inhibition above about 38%;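 note: extracellular domain of Rv3671c used as enzyme; 0% = enzyme with DMSO and 100% = no enzyme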
UGM FP inh: inhibitors of M. tuberculosis UDP-galactopyranose mutase | P9WIQ1 | purified UGM, fluorescence polarization probe displacement | 0.06% of 320,000 active | inhibition, % at 10 µM; in the data active = inhibition above about 10%, passing the limit was not always enough; inconclusive = no clear call, values can overlap the other calls
Target sequence (P9WIQ1 whole entry, looked up): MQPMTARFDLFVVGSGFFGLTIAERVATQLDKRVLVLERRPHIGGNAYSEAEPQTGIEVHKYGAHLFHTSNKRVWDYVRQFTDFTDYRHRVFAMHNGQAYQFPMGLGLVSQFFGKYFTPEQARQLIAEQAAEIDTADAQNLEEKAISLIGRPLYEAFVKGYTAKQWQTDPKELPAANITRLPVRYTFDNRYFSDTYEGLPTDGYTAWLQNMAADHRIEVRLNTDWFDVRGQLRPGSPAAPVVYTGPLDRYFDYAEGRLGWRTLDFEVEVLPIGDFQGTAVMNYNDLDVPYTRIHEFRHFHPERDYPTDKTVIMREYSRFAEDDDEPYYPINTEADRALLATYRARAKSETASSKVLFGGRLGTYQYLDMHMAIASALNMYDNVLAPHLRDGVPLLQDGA
BioA inh: inhibitors of Mycobacterium tuberculosis BioA enzyme; 0.096% of 360,000 active; purified M. tuberculosis BioA enzyme, plate reader; AID 602481; inhibition, % at 9.99 µM; in the data active = inhibition above about 40%; inconclusive = no clear call, values can overlap the other calls
PrPC TRFRET: reduces human prion protein on the cell surface; P04156; AID 720596; 0.43% of 370,000 active; inhibition, % at 13.8 µM; cell surface PrPC, TR-FRET read-out; in the data active = inhibition above about 24%; note: 0% = median of the test wells and 100% = reference compound wells
The depositor's hits bear a star; ? = inconclusive; . = no result given; & = joins results of further samples.

smiles	GDH-TPI inh	BoNT F protease	FadD28 FP inh	Mtb FBA inh	MazF activator	Rv3671c protease	UGM FP inh	BioA inh	PrPC TRFRET
CCOC(=O)/C=C/C(=O)Nc1ccc(S(=O)(=O)N2CCc3ccccc32)cc1	6	-3	-0.1	1	5	-30	-0.6	-0.8	3
CCN(CC)CCNC(=O)c1ccccn1	5	10	-0.5	3	-8	1	1.2	-3.4	-7
C[C@@H]1CN([C@H](C)CO)C(=O)CCCn2cc(nn2)CO[C@H]1CN(C)C(=O)c1ccncc1	.	7	0.2	2	.	.	.	-2.9&-4.1	-7
COCCC(=O)N1CCC(Oc2ccc(C(=O)N(C)C3CCCCC3)cc2)CC1	5	.	-0.2	0	8	-8	0.9	1.8	-6
CCN(c1ccccc1)S(=O)(=O)c1ccc(C(=O)N2CCN(c3ccccc3)CC2)cc1	3	-2	-3.0	0	4	-5	2.6	-1.9	7
COc1ccc(OC)c(CN2CCN(Cc3cc(OC)c(OC)c(OC)c3)CC2)c1	5	-52	-0.8	2	5	10	-2.4	-1.6	-2
COc1ccc(S(=O)(=O)N2CCOC2CNC(=O)C(=O)NCc2ccc(F)cc2)cc1 (stereo not given)	-11	-2	-3.0	0	3	2	4.1	1.6	-6
CC1CCCCN1C(=O)c1ccc(N2CC3CC(C2)c2cccc(=O)n2C3)c([N+](=O)[O-])c1 (stereo not given)	3	1	-2.0	-2	5	1	0.5	.	-19
COc1ccc(C2CC(c3ccc4ccccc4c3)=NN2C(=O)CSc2ncccn2)cc1 (stereo not given)	14	-1	-4.8	1	-11	-25	1.1	.	3
Cc1noc(NS(=O)(=O)c2ccc(NC(=O)CC(C)C)cc2)c1C	5	5	-0.9	5	-25	2	2.6	-1.7	-2
CNC(=S)N/N=C(\C)c1ccc(N2CCOCC2)cc1	26	-5	-2.2	3	3	.	.	0.3	-3
CC1(C)CC(=O)C=C(/C=C/c2ccccc2)C1	49*	-3	-1.3	4	-10	3	-0.6	-0.6	0
COC(=O)c1ccc(Cn2ccc(=O)[nH]c2=O)cc1	7	-8	-1.5	0	-1	.	.	-1.4	5
Cc1cc(/C=N/n2cnnc2)c(O)c([N+](=O)[O-])c1	-1	-1	-4.7	-10	-5	6	-0.3	5.3	1
CN(C)CCCNC(=S)/N=c1\sccn1Cc1ccccc1Cl	17	3	-1.0	-1	-2	-5	0.5	-2.8	-10
CC(=O)N(CCCN(C)C)Cc1ccccn1	-7	-5	-1.7	-3	5	2	0.9	.	-4
COc1cccc(-c2nn(-c3ccc(C)cc3)cc2C(=O)NCC2CCCO2)c1 (stereo not given)	8	?	-1.0	7	-3	6	-1.7	0.5	7
O=C1N[C@H](Cc2c[nH]c3ccccc23)COC(=O)[C@H](Cc2ccc(F)cc2)C/C=C\C[C@H]1CC(=O)N(CCO)Cc1ccccc1	9	-8	-4.4	-2	-15	-5	-1.0	-1.2	5
CC(NC(=O)c1cc(-c2cccnc2)nc2ccc(Br)cc12)C1CCCO1 (stereo not given)	1	-8	-1.7	-1	8	-2	-0.9	0.7	0
COCC(=O)Nc1nnc(Cc2ccc(OC)cc2)s1	11	2	2.2	0	8	-4	-0.1	-1.3	0
O=C(NCc1ccco1)c1cccc(NC(=O)c2ccccc2)c1	-4	14	-4.7	-1	-13	-1	-0.9	8.0	27*
COc1cc2ncc(S(=O)(=O)c3ccccc3)c(N3CCCC(C)C3)c2cc1OC (stereo not given)	17	-9	-4.1	2	0	-13	4.2	-0.5	15
Cn1c(CCc2ccccc2)nnc1SCC(N)=O	26	.	-0.5	-1	0	5	-1.0	-0.6	4
CCN(CC)C(=O)N1c2ccccc2CC(N(CC)CC)c2ccccc21 (stereo not given)	-6	-12	-2.9	1	-7	0	-6.8	.	4
Cc1ccc(S(=O)(=O)N(C)C)cc1NC(=O)COC(=O)CNC(=O)c1cccs1	5	.	-1.0	4	6	-2	-0.3	2.7	-3

An excerpt from above in order of length of the SMILES, largest number first:
smiles	GDH-TPI inh	BoNT F protease	FadD28 FP inh	Mtb FBA inh	MazF activator	Rv3671c protease	UGM FP inh	BioA inh	PrPC TRFRET
CCN(c1ccccc1)S(=O)(=O)c1ccc(C(=O)N2CCN(c3ccccc3)CC2)cc1	3	-2	-3.0	0	4	-5	2.6	-1.9	7
Cc1noc(NS(=O)(=O)c2ccc(NC(=O)CC(C)C)cc2)c1C	5	5	-0.9	5	-25	2	2.6	-1.7	-2
CC1(C)CC(=O)C=C(/C=C/c2ccccc2)C1	49*	-3	-1.3	4	-10	3	-0.6	-0.6	0

Next compounds.
smiles	GDH-TPI inh	BoNT F protease	FadD28 FP inh	Mtb FBA inh	MazF activator	Rv3671c protease	UGM FP inh	BioA inh	PrPC TRFRET
Cc1ccc(OCC(=O)Nc2cc(S(=O)(=O)N3CCOCC3)ccc2N2CCCC2)cc1	-6	0	-0.3	-1	1	.	.	-1.6	1
COc1ccc(C2CC(c3ccccc3Br)=NN2c2ccc(S(N)(=O)=O)cc2)cc1 (stereo not given)	12	-7	-0.5	46*	-3	.	.	0.7	-6
COC(=O)c1ccc2nc(-c3ccc(OC)c(OC)c3)c(Cc3ccccc3)n2c1	.	1	-1.7	4	.	.	.	2.2	6
COc1ccc(CCN2CC(C(=O)NCCCc3ccncc3)CCC2=O)cc1 (stereo not given)	9	0	-1.0	5	-10	.	.	-1.0	-7
CCOC(=O)c1ccc(NC(=S)NCCc2ccccc2)cc1	0	-5	-2.5	0	-7	-41	-0.1	-1.3	8
O=S(=O)(Nc1nc2ccccc2nc1N1CCc2ccccc2C1)c1ccc(Br)cc1	18	13	1.1	126*	-4	-9	-1.4	.	-32
Cc1ccc2c(CC(=O)N(CC3CCCO3)c3c(N)n(Cc4ccccc4)c(=O)[nH]c3=O)coc2c1 (stereo not given)	-6	-3	-3.8	3	-6	1	-0.3	.	7
CCOC(=O)c1cc(NC(=O)c2ccc(C)cc2)c(=O)oc1-c1ccccc1	12	1	-1.8	1	-1	-5	0.6	-0.1	0
CN(Cc1ccccc1)C(=O)c1cccc(NC(=O)Cc2ccc(NC(=O)C3CCCN(C(=O)c4ccccc4)C3)cc2)c1 (stereo not given)	-8	-8	-4.9	-1	-2	.	.	0.7	3
Cc1ccc(C)c(C2NC(=O)c3ccccc3N2)c1 (stereo not given)	7	-1	-2.3	63*	5	-1	-2.3	1.6	10
CCn1c(=O)cc(OCC(=O)N2CCCC2)c2ccccc21	8	-7	-0.5	4	-10	2	1.2	-0.7	-4
COCCNC(=S)Nc1ccc(N2CCOCC2)c(S(=O)(=O)Nc2ccccc2OC)c1	-2	-6	-3.5	-2	8	1	-2.2	0.1	-1
COc1ccc(-n2ncc3c(NCC(C)C)ncnc32)cc1	2	-1	-6.4	10	7	-6	2.7	8.9	12
COc1cc2c(cc1OC)-c1c(OC)c(OC)cc3c1C(C2)N(C)CC3 (stereo not given)	6	-8	0.2	9	-6	-52	-1.1	-0.1	-52
CC(NC(=O)C1C2C=CC(C2)C1C(=O)O)c1ccccc1 (stereo not given)	-13	-3	-0.7	3	0	7	-1.1	1.4	6
Cc1csc(NC(=O)c2cc3c(s2)CCCC3)n1	21	9	-0.3	3	12	-4	0.1	-3.7	26*
Cc1nc(C(=O)NNC(=O)Nc2ccccc2)cs1	-14	?	-3.6	-2	0	2	0.4	-0.3	-2
CCc1ccccc1NC(=O)c1cc(S(=O)(=O)N2CCc3ccccc32)cn1C	5	-5	-1.4	-3	-5	3	1.7	-0.8	9
CCOC(=O)N(C)c1c(CC)nc2c(OCc3ccc(C(F)(F)F)cc3)cccn12	6	-1	-2.8	-1	.	.	.	3.7	4
COc1cc2c(cc1OC)C(C(=O)N1CCN(c3ccccc3)CC1)C(c1cccs1)N(C)C2=O (stereo not given)	2	-4	-0.5	4	4	-8	-2.6	1.0	-3
Cc1oc(-c2ccc(F)cc2F)nc1CN1CCN(C(=O)c2ccco2)CC1	10	1	-0.7	3	-7	.	.	-0.5	-4
COCCn1cnnc1SCC(=O)Nc1cc(OC)c([N+](=O)[O-])cc1C	9	3	-3.0	-1	13	8	2.3	.	-5
O=C(Nc1ccccc1Cl)OCC#CCOC(=O)Nc1ccccc1Cl	-2	-4	-3.8	-2	9	.	.	-1.4	-4
Fc1cccc(F)c1/C=N/N1CCOCC1	18	7	0.0	6	-4	1	1.2	.	3
CCCCNC(=O)CSc1nc2cc3c(cc2c(=O)n1Cc1ccco1)OCO3	18	-3	-0.6	-1	-9	-3	-2.5	0.2	-1

Reprinted at random: 2 entries already listed, in no set order.
smiles	GDH-TPI inh	BoNT F protease	FadD28 FP inh	Mtb FBA inh	MazF activator	Rv3671c protease	UGM FP inh	BioA inh	PrPC TRFRET
CCOC(=O)c1ccc(NC(=S)NCCc2ccccc2)cc1	0	-5	-2.5	0	-7	-41	-0.1	-1.3	8
COc1ccc(-n2ncc3c(NCC(C)C)ncnc32)cc1	2	-1	-6.4	10	7	-6	2.7	8.9	12

Next records.
smiles	GDH-TPI inh	BoNT F protease	FadD28 FP inh	Mtb FBA inh	MazF activator	Rv3671c protease	UGM FP inh	BioA inh	PrPC TRFRET
Cc1ccc(C)c(OCCC(=O)OCC(=O)NC2CC2)c1	-1	15	0.2	0	3	5	-0.4	-0.5	-3
CCCOc1cccc(-c2cc(C(=O)NN)c3ccccc3n2)c1	7	-15	-0.6	0	6	-17	5.3	.	8
CC1(C(=O)NC2CCCC2)CCC(=O)N1CCC1=CCCCC1 (stereo not given)	-8	?	-4.6	-4	12	-3	-1.1	-0.7	2
CCCCCCNC(=O)CCNC(=O)c1cc(OC)c(OC)c(OC)c1	-2	0	0.6	-1	-4	-10	4.3	.	-11
CCOC(=O)/C=C/C(=O)OCc1csc(CC(=O)Nc2ccccc2C)n1	-1	-9	-1.1	0	-6	-8	-2.3	0.0	-1
O=C(Cc1ccc(NC(=O)C2CCN(C(=O)C3CCC3)CC2)cc1)Nc1cccc(C(=O)N2CCCC2)c1	3	-2	-0.5	-1	-6	.	.	1.8	-2
CCOc1cc(NC(=O)c2ccccn2)c(OCC)cc1NC(=O)c1ccc(OC)cc1	4	-13	-0.6	0	-2	-6	0.6	.	-2
N#CCSc1nc2c(c(=O)n1Cc1ccco1)C1(CCCC1)Cc1ccccc1-2	14	-8	0.0	3	-12	-8	-2.6	0.2	0
CC(N=c1ccccn1C(=O)Nc1cccc(C(F)(F)F)c1)c1ccco1 (stereo not given)	10	2	-1.1	-2	9	-1	-3.4	-0.3	9
Cc1ccc([C@H]2N[C@]3(CCCN(Cc4ccco4)C3=O)[C@H]3C(=O)N(Cc4ccccc4)C(=O)[C@@H]23)cc1	3	-6	0.2	0	4	.	.	-2.9	5
COc1ccc(OC)c(NC(=O)C2(C)CCN2C(=O)Cc2ccccc2)c1 (stereo not given)	7	-2	-0.2	-1	.	.	.	3.4	-1
C[C@@H]1CN([C@@H](C)CO)C(=O)c2cc(NC(=O)CCC(F)(F)F)ccc2O[C@H]1CN(C)Cc1ccc(Cl)c(Cl)c1	3	-10	-0.9	1	-1	-7	-0.4	0.0	-7
CC(C)CNC(=O)c1cccc2c(-c3cccc(C(N)=O)c3)coc12	-3	-3	-3.4	0	.	.	.	0.4	13
OC(CN1C2=NCCCN2c2ccccc21)c1ccc2c(c1)OCO2 (stereo not given)	6	3	-2.2	-1	-7	11	-1.6	-0.2	-7
COc1cc(OC)cc(C(=O)N[C@H](C(=O)OCC(=O)NC(=O)c2cccn2C)C(C)C)c1	1	-3	-2.5	1	13	1	5.4	.	2
CNC(=S)N1CCN(c2ccccc2OC)CC1	9	0	-0.5	1	6	14	0.6	3.9	0
O=C1C(Br)=Cc2cccc3cccc1c23	9	12	-0.7	-2	-113	1	-1.1	-0.8	-21
CCCCN1C(=O)C(CC(=O)NCCCN(C)C)CC(C(=O)N(CC)CC)=C1C (stereo not given)	-8	-4	-3.8	0	7	.	.	0.1	2
Cc1nc([N+](=O)[O-])cn1CC(O)c1ccccc1 (stereo not given)	21	0	-0.6	0	11	1	1.9	-0.8	2
COc1ccc(-c2c(-c3cc(OC)cc(OC)c3)n(C)c3ccc(Br)cc23)cc1	9	-2	-3.3	10	3	12	1.4	0.1	-2
COc1ccc(Cl)cc1NC(=O)CN(C)CC(=O)Nc1ccc(S(N)(=O)=O)cc1	-9	-3	.	-2	1	7	1.4	2.1	-8
CSC1=NCCN1C(=O)c1cccs1	3	1	-2.4	-2	2	-10	-0.5	0.8	4

Source: PubChem
